# From PubChem
# SW480 rereplic: induces DNA re-replication in SW480 colon adenocarcinoma cells | SW480 DNA re-replication, Hoechst DNA content imaging, 48 h | Potency, µM (titrated, usually from 46.1 µM), for the others: top-dose re-replication activation, usual class: activators | 340,000 compounds, 1.8% hits | AID 624297; also: potency is read from the fitted curve at half-maximal effect; % of control where 0% means no effect; nearly all actives have a fitted effect of over 55% in size
#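 Cells (250 per well) received 23 nL compound or DMSO by pin tool and were kept 48 hr at 37 C, 5% CO2. Nuclei were then stained with Hoechst for 40 min and scanned for DNA content.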
# KB-3-1 cytotox: KB-3-1 parental cell cytotoxicity; KB-3-1 viability, CellTiter-Glo ATP luminescence, 72 h; Potency, µM (highest dose often 46.1 µM), without a hit: top-dose activity change, negative = cytotoxic, most hits filed as cytotoxic; 400,000 compounds, 1.4% hits; also: potency is read from the fitted curve at half-maximal effect; % is scaled to controls: 0 for no effect and ±100 for the full control effect; nearly all actives have a fitted effect of over 60% in size
#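 Cells are dispensed, compounds pinned in, plates held at 37 °C for 72 h, then CellTiter-Glo is added and luminescence read after 10 minutes. Cell line: parental KB-3-1 in phenol-red-free DMEM, 10% FBS.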
# HT1080 IDH1KD tx: HT-1080 IDH1 knockdown cell toxicity (counter line); HT-1080 IDH1 knockdown viability, ATP luminescence, 48 h; Potency, µM (titrated, usually from 46.1 µM), for inactives: top-dose activity, negative = toxicity, usual class: cytotoxic; 360,000 compounds, 2% hits; AID 686971;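 also: potency is read from the fitted curve at half-maximal effect; 0% = DMSO wells and -100% = cell-free medium wells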
#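 Knockdown cells (IDH1KD HT-1080) received compounds 2 h after plating at 750 cells/well and were kept 48 h at 37 °C in 5% FBS RPMI. A CellTiter-Glo luminescence read gave % activity for curve fitting.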
# IL-1B inflam inh: inflammasome signaling inhibition, IL-1 beta readout | activity change, % at 57.5 µM | AID 743279 | 360,000 compounds, 4.7% hits | THP-1 LPS/ATP IL-1B secretion, AlphaLISA, 16 h; active compounds read low; in the data active = activity change below about -50%; inconclusive = mostly about -30% to -49%; also: % is scaled to controls: 0 for no effect and ±100 for the full control effect
#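 Secreted IL-1B measured by AlphaLISA bead assay after 16 h compound exposure of THP-1 cells; compounds (final up to 57.5 uM) added 1 h before LPS (250 ng/mL) and ATP (1.25 mM) stimulation; lower signal means less secretion.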
# KB-V1 cytotox: KB-V1 MDR subline cytotoxicity; KB-V1 MDR cells viability, CellTiter-Glo, 72 h; Potency, µM (series often up to 46.1 µM), inactives show at the top dose activity change, negative = cytotoxicity, most hits filed as cytotoxic; 400,000 compounds, 3.4% hits; AID 1347076; also: potency is read from the fitted curve at half-maximal effect; % is scaled to controls: 0 for no effect and ±100 for the full control effect; nearly all actives have a fitted effect of over 60% in size
#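 Readout: CellTiter-Glo luminescence, 10 min after addition. Cells: KB-V1 MDR subline, 72 h at 37 degrees C with compound. Analysis: corrected, normalized data fitted to concentration-effect curves.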
# HT1080-NT tox: kills 2HG-producing HT-1080-NT fibrosarcoma cells. HT-1080-NT fibrosarcoma viability, CellTiter-Glo ATP luminescence, 48 h. Potency, µM (titrated, usually from 46.1 µM), without a hit: at the top dose activity, negative = less viability, usual class: cytotoxic. 360,000 compounds, 1.6% hits. AID 686970;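 also: NT is the 2HG producing partner of a matched IDH1 knockdown line; potency is read from the fitted curve at half-maximal effect; 0% = DMSO-treated cells and -100% = media-only wells without cells; nearly all actives have a fitted effect of over 55% in size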
#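 Compounds were tested in concentration-response format on HT-1080-NT cells for 48 hours at 37 degrees C. Cell viability came from CellTiter-Glo luminescence; curves were classified by r2, response magnitude and activity.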
# ATXN2 expr inh: ATXN2 expression inhibition; HEK-293 ATXN2-luciferase reporter, luminescence, 24 h; Potency, µM (highest dose often 57 µM), for inactives: at the top dose activity change, negative = inhibition, hits mostly inhibitors; 360,000 compounds, 0.72% hits; AID 1745845; also: potency is read from the fitted curve at half-maximal effect; % is scaled to controls: 0 for no effect and ±100 for the full control effect; nearly all actives have a fitted effect of over 55% in size
#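 qHTS (up to 57 uM final) was run with 24 h compound exposure of reporter cells at 37 °C. Each well was multiplexed: SteadyGlo luminescence measured ATXN2-luciferase expression after a fluorogenic Gly-Phe-AFC viability readout (25 uM final).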
# S2 tox: reduces viability in counter-screen for ATXN expression inhibitors | AID 651635 | S2 cells (HEK-293 line with an ATXN2-luciferase reporter) viability, CellTiter-Fluor protease fluorescence, 24 h | 400,000 compounds, 0.49% hits | Potency, µM (titrated, usually from 56.7 µM), most hits filed as cytotoxic; also: potency is read from the fitted curve at half-maximal effect; nearly all actives have a fitted effect of over 40% in size
# MCF10A rereplic: induces DNA re-replication in MCF 10a normal breast cells | MCF 10A DNA re-replication, Hoechst nuclear intensity, 48 h | Potency, µM (highest dose often 46.1 µM), for the others: top-dose activity, positive = re-replication, actives largely listed as activators | 350,000 compounds, 2.9% hits | AID 624296; also: potency is read from the fitted curve at half-maximal effect; % of control where 0% means no effect; nearly all actives have a fitted effect of over 50% in size
# Starred values were filed as active, the others as inactive; i = inactive; u = inconclusive; x = not tested or not shown; [ ] = dose if it differs, or a comment. Unless noted, calls follow the shape of the dose curve; as a rule, active = well fitted curve in the direction sought with a large enough effect; inconclusive = small, poorly fitted or top-dose-only effect, or another doubt; inactive = no such curve, though single readings can be large; an effect the other way counts as inactive or inconclusive.
SMILES,SW480 rereplic,KB-3-1 cytotox,HT1080 IDH1KD tx,IL-1B inflam inh,KB-V1 cytotox,HT1080-NT tox,ATXN2 expr inh,S2 tox,MCF10A rereplic
Cc1nc(NCC2CCCO2)nc2c1C(=O)CC(C)C2 (stereo not drawn),4.0%,19.6%,10.9%,-1.8,-3.9%,6.8%,1.8%,i,-1.3%
Cc1ccc(SCC(=O)OCC(=O)NCCc2ccccc2)cc1,-7.9%,2.1%,6.3%,28.9,-1.2%,14.3%,x,i,-1.2%
O=C(Cc1ccccc1)Nc1ccc(Br)c(Cl)c1,5.4%,9.4%,28.4%,-6.9,11.5%,19.1%,-6.6%,i,0.1%
CCOc1ccc(N(CC)S(=O)(=O)c2cccc3nsnc23)cc1,24.9%,-16.2%,-4.4%,5.0,u,-5.1%,-18.6%,i,-3.4%
O=C(CCN1C(=O)/C(=C\c2ccccc2F)SC1=S)N1CCCCC1,u,10.3µM*,0.3%,u,u,-2.7%,u,20µM*,u
COc1ccc(Nc2nccc3c2ncn3C)cc1,-6.9%,-4.8%,-0.9%,-14.3,6.7%,-0.7%,u,i,5.9%
COC(=O)c1sc(S(=O)(=O)Oc2ccccc2NC(C)=O)c(C(=O)OC)c1C,-7.9%,0.0%,-0.1%,14.2,u,1.1%,-0.9%,i,11.7%
COc1ccc(C2=NN(C(=O)CSc3ncccn3)C(c3ccc(OC)cc3)C2)cc1 (stereo not drawn),3.2%,15.1%,0.6%,7.5,u,-2.1%,-1.9%,i,6.2%
CN(c1ccccc1)S(=O)(=O)c1cccc(NC(=O)c2ccc(=O)[nH]n2)c1,-8.4%,-15.5%,-17.3%,3.7,8.8%,-22.2%,1.9%,i,10.3%
Cc1cccc(C(=O)Nc2nc3ccc(S(C)(=O)=O)cc3s2)c1,1.9%,-21.4%,0.5%,u,-28.4%,0.8%,-7.2%,i,-22.8%[9.22 µM]
COc1cc(OC)cc(C(=O)Nc2nc(CC(=O)NC(C)c3ccccc3)cs2)c1 (stereo not drawn),5.9%,4.8%,1.0%,-9.7,-5.3%,-1.1%,-12.3%,i,9.8%
Cc1cc(C(=O)Nc2ccc(F)cc2)c2ccccc2n1,-10.4%[9.22 µM],18.2%,-3.5%,9.8,0.8%,-0.2%,-1.9%,i,0.6%
Cc1ccc(S(=O)(=O)N2CCN(C(=O)CCn3nc(C)c(C)c3C)CC2)cc1C,-76.6%[inhibitor],-11.2%,1.0%,3.2,-14.2%,1.0%,6.9%,i,7.3%
CN(C(=O)COC(=O)c1ccccc1Nc1ccccc1)c1c(N)n(Cc2ccccc2)c(=O)[nH]c1=O,9.8%,u,u,-63.3*,0.9%,u,u,i,u
NC(=O)Cn1c(=O)n(Cc2ccco2)c(=O)c2c3c(sc21)CCCCC3,-14.9%,7.7%,-28.8%,24.8,-2.4%,-6.2%,-0.6%,i,-3.6%
Cc1c(CN2CCCC(C(=O)c3cccc(Cl)c3)C2)c(=O)n(-c2ccccc2)n1C (stereo not drawn),-25.9%,10.7%,1.2%,-14.2,-19.7%,-0.3%,8.9%,i,-46.3%[inhibitor]
O=C(Cc1cccs1)N1CCN(c2ccccn2)CC1,-6.8%,0.0%,24.5%,-11.4,-12.7%,20.6%,3.4%,i,-6.7%
CC(C)Cn1c(N2CCN(C(=O)c3cccs3)CC2)nc2ccccc21,-0.1%,-0.8%,-0.2%,-13.2,u,6.2%,1.7%,i,5.9%
O=C(Cc1nnc(NC(=O)Nc2ccc(Cl)cc2)s1)NCc1ccccc1,-126.1%[inhibitor],18.1%,11.5%,-4.7,2.0%,-3.2%,-22.9%,i,u
CCCc1nc2ccc(Cl)cn2c1Cc1ccccc1,x,-0.4%,4.6%,20.9,7.8%,-1.3%,1.9%,i,x
CC1(C)CC(CCN)(Cc2ccccc2Cl)CCO1 (stereo not drawn),0.5%,0.4%,0.7%,-9.2,7.6%,-3.2%,-13.6%,i,-8.3%
c1ccc(-c2nc3ccccn3c2-c2ccccc2)cc1,-12.8%,-13.1%,-27.9%,-0.3,-10.1%,-17.2%,-18.2%,i,2.5%
CCOc1ccc(-n2c(SCC(=O)Nc3cc(C)ccc3C)nc3c([nH]c4ccccc43)c2=O)cc1,x,8.6%,x,x,9.1%,x,-6.3%,i,x
O=C(CSc1ccccc1F)NCC1(N2CCCCC2)CCCCC1,-4.9%,u,-1.0%,0.0,0.0%,-1.0%,1.5%,i,10.1%
CCOC(=O)c1cnc(-n2nc(C)cc2C)nc1NCCO,-3.1%,9.1%,11.3%,-3.7,u,-0.3%,-2.0%,i,-1.4%
O=C(COC(=O)c1ccc2c(c1)OCCO2)Nc1cc(Cl)ccc1Cl,-2.2%,17.3%,8.3%,3.2,0.0%,7.3%,-0.2%,i,2.1%
CCCCOC(=O)c1ccc(NC(=O)C(=O)NCC2CCCO2)cc1 (stereo not drawn),-2.6%,9.2%,1.5%,30.8,-6.5%,1.2%,4.7%,i,6.2%
CC(C)C(=O)N1CCN(c2ccccc2N)CC1,-17.3%,2.1%,8.6%,14.5,-6.1%,-0.6%,-8.8%,i,11.7%
Cc1ccc(S(=O)(=O)N2CCN(C(=O)COC(=O)c3cnc(C)cn3)CC2)c(C)c1,2.9%,12.6%,23.3%,2.4,u,2.6%,-0.9%,i,0.6%
CC1(C)C2CCC1(CS(=O)(=O)N1CCCC1C(=O)O)C(=O)C2 (stereo not drawn),-6.6%,-0.4%,21.5%,-2.3,2.9%,12.4%,-5.9%,i,5.3%
CCSC1=N/C(=C\C=C2/Oc3ccccc3N2CC)C(=O)S1,-0.9%,-7.5%,10.7%,-15.1,-6.6%,-0.8%,10.3%,i,0.9%
CCNC(=O)NC(=O)C(C)OC(=O)c1ccc(-n2nc(SC)sc2=S)cc1 (stereo not drawn),u,u,-13.6%,73.7,2.6%,-7.0%,7.5%,i,u
COc1ccc(C)cc1S(=O)(=O)N1CCN(C)CC1c1ccccc1 (stereo not drawn),1.9%,x,-2.4%,-5.2,x,0.0%,3.6%,i,0.1%
COc1ccc(Nc2sc(C(=O)c3ccc(Cl)cc3)c(N)c2C(=O)Nc2ccccc2OC)cc1,7.2%,u,-12.0%,47.2,u,-6.9%,-25.7%,i,8.6%
CCNCc1nc2cc(OC)c(OC)cc2c(=O)[nH]1,-7.7%,13.3%,2.3%,0.0,-16.5%,6.5%,-5.9%,i,2.1%
O=C(c1ccc(Cl)cc1Cl)N1CCSCC1,-8.8%,13.5%,13.3%,14.4,3.7%,2.6%,-26.1%,i,1.0%
N#Cc1sc2nc(-c3cccs3)cc(-c3ccc(Cl)cc3)c2c1N,10.4%,-11.2%,3.4%,-2.4,0.6%,-11.7%[9.24 µM],-13.4%,x,2.3%
O=C(COC(=O)c1ccc([N+](=O)[O-])o1)Nc1ccc2c(c1)OC(F)(F)O2,x,5.4%,2.6%,-5.9,u,4.2%,x,u,x
CCOC(=O)CC(=O)CSc1nc(-c2ccccc2)cc(-c2ccc(Cl)cc2)c1C#N,20.6µM*,-1.7%,u,6.2,-9.9%,-4.1%,u,i,11.6µM*
CCC(c1nnnn1-c1ccc2c(c1)OCCO2)N1CCN(C(C)=O)CC1 (stereo not drawn),x,2.6%,25.2%,45.5,-16.1%,17.9%,10.3%,i,x

# Another view of three compounds above:
# Value order: SW480 rereplic | KB-3-1 cytotox | HT1080 IDH1KD tx | IL-1B inflam inh | KB-V1 cytotox | HT1080-NT tox | ATXN2 expr inh | S2 tox | MCF10A rereplic
O=C(c1ccc(Cl)cc1Cl)N1CCSCC1
  -8.8% | 13.5% | 13.3% | 14.4 | 3.7% | 2.6% | -26.1% | i | 1.0%
N#Cc1sc2nc(-c3cccs3)cc(-c3ccc(Cl)cc3)c2c1N
  10.4% | -11.2% | 3.4% | -2.4 | 0.6% | -11.7%[9.24 µM] | -13.4% | x | 2.3%
O=C(COC(=O)c1ccc([N+](=O)[O-])o1)Nc1ccc2c(c1)OC(F)(F)O2
  x | 5.4% | 2.6% | -5.9 | u | 4.2% | x | u | x

# Next section
SMILES,SW480 rereplic,KB-3-1 cytotox,HT1080 IDH1KD tx,IL-1B inflam inh,KB-V1 cytotox,HT1080-NT tox,ATXN2 expr inh,S2 tox,MCF10A rereplic
CSc1ncccc1C(=O)Nc1ccc(C)cn1,-2.5%,-3.5%,11.8%,-13.1,-9.9%,24.4%,0.4%,i,-1.0%
Cc1nnc(N2CCCC(C(=O)NCCc3ccc(Cl)cc3)C2)c2nn(-c3ccccc3)c(C)c12 (stereo not drawn),x,-5.7%,x,x,3.2%,x,-17.8%,u,x
CCOC(=O)c1ccc(OCC2c3cc(OC)c(OC)cc3CCN2C(=O)Cc2ccc(OC)c(OC)c2)cc1 (stereo not drawn),x,2.9%,x,x,3.6%,x,-3.2%,i,x
O=C(c1cccc(F)c1)N1CCC2(CC1)NCCc1[nH]cnc12,-12.0%,0.0%,0.0%,-17.1,-18.5%,-5.6%,x,i,12.9%
O=C(OCCCc1cc2ccccc2c(=O)o1)N1CCOCC1,-1.3%,4.5%,10.2%,9.1,-0.3%,20.0%,3.4%,i,-14.0%
CC(C)(C)C(=O)COC(=O)c1ccccc1O,-1.7%,18.3%,12.1%,-3.4,u,10.3%,0.1%,i,-2.6%
CC1(C)Oc2ccc3ccc(=O)oc3c2/C(=C/NNC(N)=S)C1=O,u,u,-10.4%,9.6,-26.9%,5.1%,5.8%,i,u
O=C(NCc1cccs1)Nc1cccs1,-3.6%[9.22 µM],7.7%,10.5%,17.7,15.8%,19.2%,22.3%,i,-0.3%
O=C(CSc1nc(-c2ccccc2)c(-c2ccccc2)o1)N1CCCCC1,x,0.0%,u,-26.8,u,-15.3%,x,i,x
N=c1sc2ccccc2n1-c1ccccc1,u,u,u,9.8,u,-9.7%,1.4%,i,u
CCOC(=O)CC1C(=O)NC2CCCCC2N1C(=O)Nc1ccc(Cl)cc1 (stereo not drawn),-4.6%,-2.7%,-0.5%,12.7,0.0%,-9.4%,52.9%[activator],i,0.4%
